Screening results from PubChem BioAssay.
TIM10 inh – growth inhibitors of isogenic TIM10 control yeast, primary screen, counter-screen for tim10-1 yeast inhibitor project, luminescence, uHTS. inhibition, % at 10 µM. S. cerevisiae TIM10 strain growth, BacTiter-Glo luminescence, 24 h. 1.4% of 330,000 active;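 active means inhibition of 40% or more at the single tested concentration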;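 further: wild-type TIM10 isogenic control strain grown at permissive 25 °C; 0% = DMSO yeast wells and 100% = minimal medium wells without yeast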
beta cell repl – inducers of MIN6 beta-cell proliferation, primary screen, ATP luminescence, uHTS. MIN6 cells proliferation, ATPlite luminescence, 48 h; cells starved in 0.2% serum; 100% = growth in 10% serum. 0.29% of 330,000 active. proliferation, % at 10 µM;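 active means compounds whose signal lies at least 3.5 SD above the mean of all wells on their plate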;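 further: 0% = DMSO-treated cells in low-serum medium and 100% = 10% serum control; some compounds called inactive have numbers as strong as hits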
hIAP inh – human IAP inhibitors, primary screen, biochemical, luminescence, uHTS | purified IAP, CDP-Star luminescence, 30 min | inhibition, % at 10 µM | 0.12% of 330,000 active;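 active means inhibition reaching a set limit with compound at 10 µM in the primary screen, cut at about 35% in these data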;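 further: plate controls were DMSO wells with enzyme for no effect and no-enzyme buffer wells for full effect; values of inactives mirror those of a sister screen read the other way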
Target sequence (P09923 whole entry, looked up): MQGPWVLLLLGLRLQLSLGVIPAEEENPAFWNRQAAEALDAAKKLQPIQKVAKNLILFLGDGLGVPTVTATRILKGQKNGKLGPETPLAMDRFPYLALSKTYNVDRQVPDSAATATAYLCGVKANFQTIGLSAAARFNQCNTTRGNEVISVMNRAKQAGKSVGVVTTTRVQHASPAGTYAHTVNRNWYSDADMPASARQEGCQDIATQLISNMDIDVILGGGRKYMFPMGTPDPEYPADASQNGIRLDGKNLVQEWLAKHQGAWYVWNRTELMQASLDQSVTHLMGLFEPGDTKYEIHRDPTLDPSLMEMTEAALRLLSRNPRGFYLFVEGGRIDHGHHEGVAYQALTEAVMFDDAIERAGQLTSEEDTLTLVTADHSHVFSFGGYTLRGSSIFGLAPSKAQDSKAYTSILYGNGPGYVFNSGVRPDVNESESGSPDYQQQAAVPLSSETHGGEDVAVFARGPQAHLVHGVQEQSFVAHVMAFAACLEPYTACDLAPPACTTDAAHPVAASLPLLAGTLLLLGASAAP
APOBEC3G inh – APOBEC3G DNA deaminase inhibitors, primary screen, biochemical, fluorescence, single-stranded DNA substrate, uHTS; recombinant A3G, ssDNA deamination FAM/TAMRA fluorescence; DNA dC->dU-editing enzyme APOBEC-3G (Homo sapiens), Q9HC16; AID 493012, 2011; 0.28% of 330,000 active; inhibition, % at 20 µM;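 active means inhibition of at least 40% at 20 µM, with no more than 30% in the related APOBEC3A deaminase screen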;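 further: plate controls were DMSO wells with A3G for no effect and wells lacking A3G enzyme for full effect; some compounds called inactive have numbers as strong as hits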
Target sequence (Q9HC16 whole entry, looked up): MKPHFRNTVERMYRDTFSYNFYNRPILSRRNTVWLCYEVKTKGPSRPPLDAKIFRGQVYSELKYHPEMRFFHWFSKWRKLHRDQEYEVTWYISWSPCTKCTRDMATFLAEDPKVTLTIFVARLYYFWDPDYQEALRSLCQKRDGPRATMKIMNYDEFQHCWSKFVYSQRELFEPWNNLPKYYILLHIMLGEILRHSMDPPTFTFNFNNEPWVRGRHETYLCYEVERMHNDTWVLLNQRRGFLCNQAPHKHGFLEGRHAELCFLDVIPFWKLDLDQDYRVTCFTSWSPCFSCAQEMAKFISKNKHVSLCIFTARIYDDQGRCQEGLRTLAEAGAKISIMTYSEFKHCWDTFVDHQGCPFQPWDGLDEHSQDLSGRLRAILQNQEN
tim10-1 inh – growth inhibitors of tim10-1 mutant yeast, primary screen, luminescence, uHTS; S. cerevisiae tim10-1 ts strain growth, BacTiter-Glo, 24 h; 2.2% of 330,000 active; inhibition, % at 20 µM;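 active means inhibition of at least 40%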;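 further: mutant grown at 25 °C; 0% = DMSO wells with yeast and 100% = wells holding no yeast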
NLRP3 yeast inh – NALP3 inflammasome inhibitors in reconstituted yeast, primary screen, luminescence, uHTS | Yeast reconstituted NLRP3/ASC/caspase-1, beta-gal luminescence, 24 h | inhibition, % at 10 µM | 0.39% of 330,000 active | AID 2825, 2010;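 active means inhibition of 50% or more; inactive means inhibition below 50%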;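 further: plate controls were induced DMSO wells for no effect and uninduced yeast grown without galactose for full effect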
mIAP inh – inhibitors of mouse IAP, primary screen, biochemical, luminescence, uHTS | intestinal alkaline phosphatase [Mus musculus] | inhibition, % at 10 µM | 0.2% of 330,000 active | purified mouse IAP, CDP-Star luminescence, 30 min | AID 2806, 2010;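 active means inhibition of at least 40% at 10 µM in the primary screen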;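 further: plate controls were DMSO with enzyme for no effect and no enzyme wells for full effect; values of inactives mirror those of a sister screen read the other way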
mIAP activ – activators of mouse IAP, primary screen, biochemical, luminescence, uHTS; intestinal alkaline phosphatase [Mus musculus]; muIAP, CDP-Star luminescence, 30 min; hits give high values; 1 = vehicle-only enzyme signal, 0 = enzyme-free wells; activation factor at 10 µM; 0.24% of 330,000 active; AID 2805, 2010;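 active means activation factor of at least 2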; further: the source names both 10 and 20 µM as test concentration; values of inactives mirror those of a sister screen read the other way
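System: mouse IAP enzyme. Reagent: CDP-Star chemiluminescent phosphatase substrate. Benchmarks: DMSO wells, no-enzyme wells. Times: 30 min enzyme-substrate-compound incubation at room temperature. Detection: luminescence from enzymatic CDP-Star hydrolysis. Doses: test compounds delivered from DMSO solution.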
APOBEC3A inh – APOBEC3A ssDNA deaminase inhibitors, primary screen, selectivity assay for APOBEC3G inhibitor project, biochemical, FAM/TAMRA oligo cleavage fluorescence | DNA dC->dU-editing enzyme APOBEC-3A (Homo sapiens), P31941 | recombinant A3A, FAM/TAMRA ssDNA deamination fluorescence | inhibition, % at 20 µM | 0.41% of 330,000 active | AID 493011, 2011;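 active means at least 40% inhibition at 20 µM here, with at most 30% in a related deaminase screen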;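 further: plate controls were A3A with DMSO for no effect and wells lacking A3A enzyme for full effect; some results filed as inactive read as strong as hits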
Target sequence (P31941 whole entry, looked up): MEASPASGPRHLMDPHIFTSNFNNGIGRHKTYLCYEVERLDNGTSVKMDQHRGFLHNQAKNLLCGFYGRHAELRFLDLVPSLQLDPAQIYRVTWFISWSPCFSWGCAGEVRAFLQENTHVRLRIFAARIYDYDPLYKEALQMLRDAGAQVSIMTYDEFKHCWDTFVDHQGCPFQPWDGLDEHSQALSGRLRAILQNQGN
* hit, by the source's call.

SMILES	TIM10 inh	beta cell repl	hIAP inh	APOBEC3G inh	tim10-1 inh	NLRP3 yeast inh	mIAP inh	mIAP activ	APOBEC3A inh
Cc1c(C(=O)N(Cc2ccccc2)Cc2cccs2)cnn1-c1ccc(Cl)cc1	-2	-3	19	3	18	8	6	0.94	2
COc1cc(C(=O)NNC(=O)C2CSC3(C)CCC(=O)N23)cc(OC)c1OC (stereo not drawn)	6	2	-6	-3	-2	6	-15	1.2	-2
CCOC(=O)CC1C(=O)NCCN1C(=O)Nc1ccccc1 (stereo not drawn)	-20	-1	-2	1	13	8	4	0.96	0
CC(=O)c1cccc(OCC(=O)N(C)CC(=O)NCc2ccco2)c1	-6	-1	9	68	-6	-3	-6	1.1	89
CN(C)S(=O)(=O)c1ccc(NC(=O)c2cc3ccccc3o2)cc1	38	-2	-4	2	39	13	-3	1	5
COc1c(Cl)cc(-c2noc(C)c2C(=O)NC(C)C)cc1Cl	7	-1	4	-5	6	11	-2	1	-1
COc1ccc(N(CC(=O)Nc2cccc(N(C)S(C)(=O)=O)c2)S(=O)(=O)c2ccc(C)cc2)cc1	17	-4	-24	3	0	20	-77	1.8	0
CC1Sc2ccc(S(=O)(=O)N3CCC(C(=O)NCC(C)c4ccccc4)CC3)cc2NC1=O (stereo not drawn)	10	-1	12	6	6	16	-8	1.1	0
CCCCNC(=S)NCCN1CCCCC1	2	2	-2	1	8	12	3	0.97	0
O=C1CCC2=C(CCCC2=O)N1	-1	-1	0	-6	10	-3	2	0.98	2
COc1ccc(CN2CCN(C(C)C)C(CCO)C2)cc1Cn1cncn1 (stereo not drawn)	-3	-5	-3	2	6	12	-4	1	1
CON(C)c1nc(C2CCCCC2)c2cc(C)ccc2n1	18	3	-12	-4	31	15	0	0.99	3
Oc1c(Br)cc(C=Nc2ccc3nc(-c4ccccc4)[nH]c3c2)c(O)c1Br	4	-3	15	9	-7	-15	-6	1.1	6
CCc1ccccc1NC(=O)NC1CC2CCC(C1)N2Cc1cccs1 (stereo not drawn)	-9	0	-4	-1	-2	9	-22	1.2	0
O=C(CN(C(=O)c1csnn1)c1cccc(C(F)(F)F)c1)NC1CCCC1	-16	0	11	-6	3	10	1	0.99	-5
CCOc1ccccc1NC(=S)Nc1ccc(S(N)(=O)=O)cc1	-7	-3	0	-5	22	3	2	0.98	-2
N#C/C(=C\c1ccc(-c2cccc([N+](=O)[O-])c2)o1)C(=O)N1CCOCC1	6	0	13	-6	35	19	-2	1	-3
CCOC(=O)c1[nH]c(C)c(C(=O)OCc2ccc(C)cc2)c1C	4	2	3	-6	-21	16	7	0.93	-1
Nc1nnc(SCC(=O)Nc2nnc(-c3ccccc3)o2)s1	7	0	-7	-11	-3	15	3	0.97	-1
COCCn1c(-c2ccc(OC)cc2)cnc1N	5	-1	-4	-1	2	0	-2	1	2
COc1ccc(N2C(=O)CC(c3ccccc3)CC2=O)cc1	4	-3	-10	-1	-11	6	6	0.94	-1
CC1(C)C(O)=C(c2nc3ccccc3[nH]2)C(=N)N1c1ccccc1	-9	-2	-5	0	-1	0	4	0.96	2
CCOc1ccc(NC(=O)CSc2ncn[nH]2)cc1	2	-1	4	-5	-4	2	12	0.88	0
COc1ccccc1-c1cc(-c2ccccc2)nc(SCC(=O)O)c1C#N	11	-1	-1	-3	13	6	-7	1.1	-1
N#Cc1c(N)nc2c(c1-c1ccncc1)CCCC2	-19	-2	-3	-4	24	-2	-4	1	0
CC(=O)Nc1ccc(S(=O)(=O)NCCC(=O)NCCCc2ccccc2)cc1	-2	-4	3	-5	-4	11	-20	1.2	1
CCCC(=O)Nc1ccc(NC(=O)c2ccccc2)nc1	4	-5	0	-3	-5	-11	-6	1.1	-5
CCOC(=O)NC1(C(F)(F)F)C(=O)NC(C)=C1C#N (stereo not drawn)	-12	0	-3	-6	2	9	-14	1.1	-2
Cc1cc(C)n(CC(=O)NNC(=O)COc2ccc(Br)cc2F)n1	-3	-1	-62	-6	-6	-13	3	0.97	-2
CCCN1CCN(C(=O)C2CCN(S(=O)(=O)c3ccc4c(c3)oc(=O)n4C)CC2)CC1	-2	1	6	-7	4	18	-8	1.1	-3
CC(NS(=O)(=O)c1cn(C)c(=O)n(C)c1=O)c1ccccc1 (stereo not drawn)	3	0	4	3	3	16	-7	1.1	7
CC(C)=CC1C(C(=O)NCCOc2ccccc2)C1(C)C (stereo not drawn)	0	-2	-22	-11	4	30	-1	1	-7
CCS(=O)(=O)N1Cc2ccccc2CC1C(=O)Nc1cc(S(C)(=O)=O)ccc1Cl (stereo not drawn)	8	3	-21	3	6	8	4	0.96	3
Cc1ccc(CNC(=O)/C(C#N)=C/c2ccc(C)s2)cc1	-2	0	6	-4	12	22	6	0.94	-3
O=C(Nc1ccccc1)C1CC(=O)n2c(nc3ccccc32)N1 (stereo not drawn)	-11	-2	-54	-7	12	-3	-33	1.3	0
CC(=O)NCCc1nc2ccccc2n1Cc1ccc(Cl)cc1	3	2	-2	-1	11	9	-2	1	1
Cc1cc(NC(=O)CSc2nc3ccccc3[nH]2)n(-c2ccccc2)n1	0	-3	-2	-12	13	1	9	0.91	-4
CN(C)c1cccc(C(=O)N/N=C/c2ccccc2F)c1	-15	-4	-5	-5	6	13	-7	1.1	-10
COc1ccc(NC(=O)CSc2nnnn2C)c([N+](=O)[O-])c1	-2	1	0	12	21	-1	-2	1	0
COc1cccc(NS(=O)(=O)c2c(C)cc(C)cc2C)c1	32	3	1	-7	23	9	-7	1.1	-1
COc1ccc2c(c1)CCc1c-2nc2ccccc2c1N1CCOCC1	36	-6	2	4	18	-6	-6	1.1	5
COc1cccc(OC)c1OCCCSc1nc(C)cc(=O)[nH]1	-1	-1	-13	-4	-7	2	-9	1.1	3
O=c1oc(C2(O)CCCCC2)cc2ccc(/C=C/c3ccc(F)cc3)cc12	-8	-3	-4	-1	9	39	1	0.99	2
COC(=O)CSc1nnc2c3c4c(sc3nc(-n3nc(C)cc3C)n12)COC(C)(C)C4	10	-4	-36	9	37	20	6	0.94	-1
O=C(CNC(=O)N1CC(=O)Nc2ccccc21)Nc1nccs1	0	-2	-4	-9	21	25	1	0.99	-8
O=C(Nc1ccc(Oc2ccccc2)nc1)C1CCCCN1Cc1cccc(O)c1 (stereo not drawn)	-4	-1	24	-5	3	18	4	0.96	-5
CCCC(=O)NC(=S)Nc1nc(-c2ccc(OC)cc2)cs1	-15	0	1	-6	32	-1	10	0.9	-1
Cc1ccccc1NC(=S)NNC(=O)c1cccc(Br)c1	16	14*	-44	-18	14	22	12	0.88	27
CN(C(=O)CSc1nnnn1-c1ccccc1)C1CCCCC1	-3	3	-3	-4	19	27	-7	1.1	-1
CCOCCCNC(=O)C(c1ccc(Cl)cc1)N1CCN(C(=O)c2ccco2)CC1 (stereo not drawn)	5	1	-26	4	14	4	-1	1	2
Cc1c(NC(=O)CN2CC(C)OC(C)C2)c(=O)n(-c2ccccc2)n1C (stereo not drawn)	19	-1	6	-3	17	-8	8	0.92	-4
O=C(CC1SC(=O)N(c2ccccc2)C1=O)Nc1ccc(Cl)cc1 (stereo not drawn)	7	-2	-2	-3	37	26	12	0.88	-1
Cc1cccc(C)c1Nc1c(-c2ccc(N3CCOCC3)cc2)nc2cnccn12	11	-1	4	-7	23	-11	-16	1.2	-3
O=C(O)CSc1nc2ccccc2c(=O)[nH]1	3	-1	-5	-1	-12	6	5	0.95	1
Cc1c(C(=O)OC(C)C(C)C[N+](C)(C)C)oc2ccccc12 (stereo not drawn)	-7	1	-3	24	8	-4	-6	1.1	83*
COC(=O)[C@]1(C)N[C@H](CN(C)C(=O)Nc2ccc(OC)cc2)[C@@H]2C(=O)N(C)C(=O)[C@@H]21	5	0	13	-8	3	6	3	0.97	-5
CCOc1cc(C(=O)OCC(=O)Nc2c(C)cccc2C)ccc1OCC(=O)N1CCOCC1	-6	-1	-8	-3	5	-12	0	1	1
Cc1ccccc1C(=O)Nc1nnc(-c2ccco2)o1	3	-3	4	-4	10	13	-7	1.1	-2
N#Cc1ccc(C(=O)Nc2nnc(-c3ccccn3)o2)cc1	10	1	7	-10	13	-27	-4	1	-1
CCCc1cc(-c2nc(N)ncc2-c2ccc3c(c2)OCCCO3)c(O)cc1OC	8	-6	1	-2	35	8	10	0.9	2

The listing continues:
SMILES	TIM10 inh	beta cell repl	hIAP inh	APOBEC3G inh	tim10-1 inh	NLRP3 yeast inh	mIAP inh	mIAP activ	APOBEC3A inh
Clc1cccc(CSc2ccc(-c3ccco3)nn2)c1	21	0	4	-2	17	19	1	0.99	0
Cc1ccccc1Cn1cc(NC(=O)c2cc3nc(-c4ccco4)cc(C(F)(F)F)n3n2)cn1	6	2	8	-3	8	8	5	0.95	-9
CCOc1ccc(NC(=O)CN(C)C(=O)c2cc([N+](=O)[O-])ccc2N2CCCCC2)cc1OCC	3	-2	4	-7	6	1	17	0.83	18
COC(=O)c1c(NC(=O)C(C)(C)C)sc2c1C(C(=O)OC)CC2 (stereo not drawn)	10	-1	18	-5	7	4	10	0.9	-3
O=C(CSc1nnc(-c2cccs2)o1)NCC1CN(Cc2ccccc2)CCO1 (stereo not drawn)	-11	-1	2	-8	16	-12	-5	1.1	-4
COc1ccc(NS(=O)(=O)c2cc(NC(=O)/C=C/c3ccccc3OC)ccc2N2CCCCC2)cc1	-1	0	7	-6	9	-2	13	0.87	0
CC(=O)c1c(C)[nH]c(C(=O)Nc2nc(-c3ccc(Cl)cc3)cs2)c1C	12	-6	-4	-10	32	12	4	0.96	-1
CC1CCCC(NC(=O)CN2CCN(S(=O)(=O)c3cccs3)CC2)C1C (stereo not drawn)	-3	3	4	-9	10	20	-3	1	1
Cc1ccc(C2(C)NC(=O)N(CC(=O)Nc3ccccc3N3CCCC3)C2=O)cc1 (stereo not drawn)	-3	-3	-2	5	23	23	-11	1.1	-3
CCOC(=O)c1c(NC(=O)C2C3CCC(O3)C2C(=O)O)sc2c1CCC(CC)C2 (stereo not drawn)	1	0	-3	-7	22	18	0	1	-2
CCS(=O)(=O)N1CCN(Cc2ccncc2)CC1	-7	0	5	-1	7	11	1	0.99	-4
O=C(COC(=O)c1ccc(=O)[nH]c1)Nc1cccc(S(=O)(=O)N2CCOCC2)c1	-13	0	5	-5	-11	15	-8	1.1	2

An excerpt of these results, with bars between the fields.
Molecule | TIM10 inh | beta cell repl | hIAP inh | APOBEC3G inh | tim10-1 inh | NLRP3 yeast inh | mIAP inh | mIAP activ | APOBEC3A inh
Cc1cc(C)n(CC(=O)NNC(=O)COc2ccc(Br)cc2F)n1 | -3 | -1 | -62 | -6 | -6 | -13 | 3 | 0.97 | -2
Cc1ccccc1NC(=S)NNC(=O)c1cccc(Br)c1 | 16 | 14* | -44 | -18 | 14 | 22 | 12 | 0.88 | 27
COc1cccc(OC)c1OCCCSc1nc(C)cc(=O)[nH]1 | -1 | -1 | -13 | -4 | -7 | 2 | -9 | 1.1 | 3

Outcome played no part in choosing rows. Share with any hit: about 4.6%.
